# Screening results as filed in PubChem.
# NPYLR7 ag – agonists of mosquito NPYLR7 receptor, primary screen, cell-based, Aedes aegypti, calcium fluorescence, mosquito biting behavior | activation, % at 10 µM | AID 1259423, 2018 | hit rate 0.15% among 270,000 | HEK293T NPYLR7/Galpha15, GCaMP6s calcium fluorescence | Aedes aegypti neuropeptide Y-like receptor 7 (NPYLR7); in the data active = activation above about 40%;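 also: 0% = vehicle and 100% = reference agonist at the receptor; some compounds past the cut are filed as inactive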
# hcGAS inh – Primary biochemical luminescence assay for human cyclic GMP-AMP synthase inhibitors. Q8N884. recombinant h-cGAS, ATP depletion, Kinase-Glo luminescence. inhibition, % at 12.5 µM. hit rate 0.081% among 290,000;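 also: 0% = vehicle reaction and 100% = reaction without DNA for no activity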
# Target sequence (Q8N884 whole entry, looked up): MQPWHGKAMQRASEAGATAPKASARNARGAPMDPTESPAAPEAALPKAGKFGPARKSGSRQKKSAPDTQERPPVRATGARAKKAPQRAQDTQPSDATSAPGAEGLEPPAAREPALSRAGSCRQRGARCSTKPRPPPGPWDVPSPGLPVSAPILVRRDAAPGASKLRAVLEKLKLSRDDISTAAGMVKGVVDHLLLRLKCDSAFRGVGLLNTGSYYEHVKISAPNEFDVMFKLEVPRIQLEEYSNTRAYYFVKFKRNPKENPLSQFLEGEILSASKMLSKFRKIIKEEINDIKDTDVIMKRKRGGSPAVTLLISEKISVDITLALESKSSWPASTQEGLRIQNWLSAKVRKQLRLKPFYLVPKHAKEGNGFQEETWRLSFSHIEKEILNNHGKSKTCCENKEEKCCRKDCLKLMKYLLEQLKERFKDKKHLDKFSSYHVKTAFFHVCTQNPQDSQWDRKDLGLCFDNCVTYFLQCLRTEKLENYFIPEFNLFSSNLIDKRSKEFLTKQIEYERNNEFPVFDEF
# mcGAS inh – cyclic GMP-AMP synthase inhibitors, mouse, primary biochemical chemiluminescence; Q8C6L5; recombinant cGAS, Kinase-Glo ATP depletion luminescence; inhibition, % at 12.5 µM; hit rate 0.15% among 160,000; AID 1259399, 2018;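 also: 0% = negative control wells and 100% = reference inhibitor with no enzyme activity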
# An asterisk follows results filed as active; . = no result given; & = joins results of further samples. Rule as the data show it, unless noted: active = inhibition above about 40%; inactive = the rest.
1: O=C(Nc1ccc(OC(F)(F)F)cc1)c1cccnc1Nc1cccc(C(F)(F)F)c1
2: O=C(C1COc2ccccc2O1)N1CCc2onc(-c3cccc(F)c3)c2C1 (stereo not given)
3: CN1c2ccccc2C(=O)NC1c1cc(Br)c2c(c1)OCCCO2 (stereo not given)
4: Cc1cc(NC2CCCC2)n2nc(C)c(-c3ccccc3Cl)c2n1
5: O=C(NCCc1ccccn1)c1csc(CSc2nnc(-c3ccncc3)n2-c2ccccc2Cl)n1
6: COc1ccccc1CCC(=O)NC1C2CC3CC(C2)CC1C3 (stereo not given)
7: COc1nc2ccccc2cc1-c1c(-c2ccccc2)ncn1C(CO)CO
8: CCCCC(=O)Nc1c(-c2cc(C)cc(C)c2)nc2cc(C)ccn12
9: Cc1cccc2sc(N(Cc3cccnc3)C(=O)c3ccco3)nc12
10: CC(=O)c1ccc(NC(=O)CC(C)n2cncn2)cc1 (stereo not given)
screen / no.	1	2	3	4	5	6	7	8	9	10
NPYLR7 ag	-5.2	-9.1	6.4	-0.3	-16.6	14.7	2.3	-8.1	-8.9	1.0
hcGAS inh	-2.3	5.1	-9.4	-5.4	-5.4	-10.3	1.6	3.0	-0.2	-6.4
mcGAS inh	-4.0	.	.	-7.5	0.1	.	-7.1	-1.2	-5.9	-9.6

11: CC(C)N1C(=O)COCc2ccc(-c3cccc(O)c3)cc21
12: COC(=O)C(c1ccc(F)cc1Cl)C1C=CC(NC(=O)c2ccc(OC)cc2OC)C1 (stereo not given)
13: COc1ccc(Cn2cnc3cnc(-c4cccc(Cl)c4)cc32)cc1OC
14: CC1CCCC(NC(=O)C2CC=CCC2C(=O)N2CCc3ccccc3C2)C1 (stereo not given)
15: CCSC1CCCC1NC(=O)C1CCOc2ccccc21 (stereo not given)
16: CCOc1c(CC)cnc2c1c(=O)n(CC(=O)NCCOC)c(=O)n2C
17: CCOc1ncccc1CN1CCC(C(=O)N2CCC[C@H]2C(=O)OCc2ccccc2)CC1
18: Cc1cc(C)nc(CN2CCC(=O)N(Cc3ccc(F)cc3)C(C(C)C)C2)n1 (stereo not given)
19: Cc1ccc(-c2[nH]ncc2CN2CCC(c3nc4ccccc4[nH]3)CC2)cc1C
20: O=C(Cn1nnnc1CN1CCOCC1)N1CCN(C/C=C/c2ccccc2)CC1
screen / no.	11	12	13	14	15	16	17	18	19	20
NPYLR7 ag	3.2	23.8	25.8	-13.1	-23.4	-3.4	-0.2	28.1	-3.9	4.6&-1.7
hcGAS inh	4.3	-7.6	-4.1	-9.3	-8.8	-10.8	-3.5	-7.5	-6.5	-6.1&-8.4
mcGAS inh	.	-6.2	-7.1	-2.5	.	.	-4.9	-18.2	-10.7	-5.0

21: CCc1nc2c(OCC=C(C)C)cccn2c1N(C)C(=O)Nc1ccccc1OC
22: CCOc1cccc(/C=C2/SC(=Nc3ccc(C(F)(F)F)cc3)C(C(=O)OC)=C2O)c1O
23: Cc1cccc(C=C(C#N)c2nc(N)nc(N(C)C)n2)c1
24: O=C1CCCCCCCCCOCCCCCO1
25: Cc1cc(NC(=O)CN(C)c2c(C#N)cnc3c(C)cccc23)no1
26: CN(Cc1ccccc1)c1cc(C(C)(C)C)nc(SCc2cccc(C(=O)NCc3cccnc3)c2)n1
27: CN1CCN(C(=O)Cn2cnc3scc(-c4cccs4)c3c2=O)C(C)(C)C1=O
28: N#Cc1ccccc1CN1CCN(c2ncc(C(=O)N3CCCCC3)s2)C1=O
29: CCNc1cc(NCCNC(=O)Nc2ccc3c(c2)OCO3)nc(C)n1
30: Cc1cn2c3c(=O)n(Cc4ccc(F)cc4)c(=O)n(C)c3nc2n1Cc1ccco1
screen / no.	21	22	23	24	25	26	27	28	29	30
NPYLR7 ag	7.0	-10.1	26.1	1.8	-6.3	5.0	7.9	-2.6	0.1	1.8
hcGAS inh	-3.7	0.4	-20.2	-3.1	-9.7	-1.5	-6.4	-12.6	-0.6	-8.9
mcGAS inh	-3.8	-2.5	-5.2	.	.	-4.3	.	.	.	.

31: COc1ccc(OC)c(-c2nc(CN3C[C@@H](C)O[C@@H](C)C3)c(C)o2)c1
32: N#CC1=C2Sc3ccccc3N2C(O)(C(F)(F)F)C(C(=O)C(F)(F)F)=C1 (stereo not given)
33: O=C(CC1c2ccccc2CCc2ccccc21)NCCN1CCCCC1=O
34: Cc1ccc(C2=NN(S(=O)(=O)c3ccccc3)C(c3ccccc3O)C2)cc1 (stereo not given)
35: CCC1c2ccsc2CCN1CC(=O)NCc1cccc(Cl)c1 (stereo not given)
36: CC(C#N)Sc1nc2scc(C3CC3)c2c(=O)n1-c1ccccc1 (stereo not given)
37: C/C=C/CN1CC=C(C(CC)NC(=O)COC)CC1 (stereo not given)
38: CCc1nc(Nc2ccccc2)c2ccc(Cl)cc2n1
39: COc1ccc(-c2nc3ccccn3c2NC(=O)COc2ccccc2)cc1
40: CN(C)CCNc1ncnc2c1sc1nc(N3CCOCC3)c3c(c12)CC(C)(C)OC3
screen / no.	31	32	33	34	35	36	37	38	39	40
NPYLR7 ag	8.0	12.5	2.8	-7.5	-7.6	-0.1	11.3	4.0	-10.3	0.1
hcGAS inh	-4.4	8.8	-7.3	-0.9	-1.9	0.8	-8.4	3.0	-0.7	1.4
mcGAS inh	-12.8	.	.	-3.0	.	-10.0	-12.2	-4.9	-5.5	.

41: CC(=O)N1N=C(c2ccc(NS(C)(=O)=O)cc2)CC1c1ccc2c(c1)OCO2 (stereo not given)
42: CN(Cc1cnn(-c2ccccc2)c1)C(=O)CCc1nc2ccccc2c(=O)[nH]1
43: O=C(c1csc(-c2cccs2)n1)N1CC(=O)N(C2CCCCC2)CC(OCc2cccnc2)C1 (stereo not given)
44: Cc1cc(C)cc(Nc2ncc3c(n2)CCN(C(=O)c2ccco2)C3)c1
45: COCCN(CC(=O)N(CCc1c[nH]c2ccccc12)Cc1ccc(C(F)(F)F)cc1)C(=O)Nc1ccc(F)cc1F
46: COc1ccc(CN2CCC(CNC(=O)c3cccc(O)c3)C2)cc1 (stereo not given)
47: CN1CCC[C@@H]1CCO[C@](C)(c1ccccc1)c1ccc(Cl)cc1
48: Cc1ccc(-c2cnc(CCC(=O)Nc3ncc(C)s3)o2)cc1
49: CCNC(=O)N1CCN(C(=O)C(C)(C)c2ccccc2F)CC1
50: CCOc1cc(/C=C2\SC(=S)N(NC(=O)c3ccccc3O)C2=O)ccc1O
screen / no.	41	42	43	44	45	46	47	48	49	50
NPYLR7 ag	4.3	0.1	3.4	-3.9	9.5	-1.8	12.8&-0.2&-1.7	-0.2	5.2&9.3	59.1*
hcGAS inh	-7.1	-3.2	-7.3	-4.0	-1.9	0.5	-2.2&-4.3&-1.3	-0.5	-11.0&-2.7	-7.9
mcGAS inh	-5.7	-14.5	-15.7	-2.7	-3.4	.	-2.7	.	.	8.3

51: COC1(C)CC(NC(=O)NC(C)c2nc(C)cs2)C1(C)C (stereo not given)
52: CC(C)C(=O)N1CCC2(CC1)N=CC1(CCCCC1)S2
53: CCc1nc(C)cc(N(C)Cc2cc(-c3cccnc3)no2)n1
54: CCOC(=O)c1cn[nH]c1S(=O)(=O)Nc1cc(OC)ccc1OC
55: Cc1nnnn1-c1ccc(CC(=O)N2CCC(=O)NCC2C)cc1 (stereo not given)
56: Cc1cc(C)c(S(=O)(=O)N(C)c2ccsc2C(=O)N2CCOCC2)c(C)c1
57: O=C(Nc1c2c(nn1-c1cccc(Cl)c1)CS(=O)(=O)C2)C12CC3CC(CC(C3)C1)C2
58: O=C(NC1CCCCC1)c1cc(-c2ccccc2F)nn1-c1ccccc1
59: Cc1c(C(=O)NN=Cc2ccc(-c3ccc(Cl)c(C(=O)O)c3)o2)sc(N)c1C#N
60: O=C1NC2(O)C(=O)c3ccccc3C2(O)N1 (stereo not given)
screen / no.	51	52	53	54	55	56	57	58	59	60
NPYLR7 ag	7.3	24.3	3.6	-0.4	-0.9	-3.2	-2.1	19.4	0.0	2.4
hcGAS inh	-10.3	-10.2	0.0	-2.2	0.3	-6.4	1.1	-8.0	2.9	0.7
mcGAS inh	.	.	.	3.2	.	-3.8	.	-4.1	12.1	.

61: Cn1c(Cn2cnc([N+](=O)[O-])n2)nnc1SCC(=O)NC1CCCC1
62: O=C(Nc1ccccc1)N1CCc2ccccc2C1
63: Cn1cc(C(C)(O)CNS(=O)(=O)CCc2ccccc2)cn1 (stereo not given)
64: CCc1c(C)nn(C)c1NC(=O)c1ccc(CN2CCN3CCCC3C2)cc1 (stereo not given)
65: Cc1c(C(=O)N2CCOCC2)c(CC(C)C)nn1-c1ccc([N+](=O)[O-])cc1
66: O=C(O)CCN1C(=O)NC2(CCCCC2)C1=O
67: Cc1cccc(-c2c(-c3ccccc3)ncn2CCN2CCOC2=O)c1C
68: CCCCc1nc(N2CCN(Cc3cccc(C(F)(F)F)c3)CC2)c2c(C)nn(-c3ccccc3)c2n1
69: O=C1C2COCC1CC(C(=O)N(Cc1ccccc1)CC(F)F)C2 (stereo not given)
70: CCC(c1cnn(C)c1)n1cnc(-c2ccccc2)c1-c1cnc(OC)nc1 (stereo not given)
screen / no.	61	62	63	64	65	66	67	68	69	70
NPYLR7 ag	-1.6	-11.0	6.1	-1.0	20.2	4.9	-1.9	.	8.2	-1.5
hcGAS inh	-8.2	-1.6	-8.6	-0.3	-4.1	-6.4	-6.3	-8.4	-8.8	-2.6
mcGAS inh	.	.	.	-11.7	-5.0	.	-7.3	-6.1	.	-6.7

71: CC(C)(C)c1ccc2oc(=O)n(C3CCN(C(=O)c4ccc(F)cc4F)CC3)c2c1
72: COC(=O)c1ccc(NC2CCc3ccccc32)nn1 (stereo not given)
73: O=[N+]([O-])c1cccc(CN2CCN(c3ccccn3)CC2)c1
74: O=C(O)CCCC(=O)c1c[nH]c2ccccc12
75: Cc1cccnc1CN1CCN(C(=O)[C@H](N)CC(C)C)CC1
76: COc1cccc(CN2CCCn3cccc3C2c2cccc(C)c2)c1OC (stereo not given)
77: CC(=O)Nc1sc(C)c(C)c1C(c1ccncc1)N1CCOCC1 (stereo not given)
78: COc1ccc(C(=O)Nc2c(N)nc(SCC(=O)N3CCN(c4ccccc4)CC3)[nH]c2=O)cc1
79: COc1ccc(NC(=S)NNP2(=O)C=C(c3ccccc3)OC(c3ccccc3)=C2)cc1
80: O=C(Nc1cccc(Br)c1)C1CCN(c2ncccn2)CC1
screen / no.	71	72	73	74	75	76	77	78	79	80
NPYLR7 ag	5.1	9.3	2.0	-1.6	1.7	-7.4	3.1	-5.0	-4.3	-0.1
hcGAS inh	-3.5	-2.7	4.5	-3.3	4.1	0.5	-9.2	6.0	-4.9	-14.7
mcGAS inh	-0.6	.	.	.	-2.1	0.6	.	3.1	-5.6	.

# Given bar-delimited: two of the compounds above.
no. | Compound | NPYLR7 ag | hcGAS inh | mcGAS inh
76 | COc1cccc(CN2CCCn3cccc3C2c2cccc(C)c2)c1OC (stereo not given) | -7.4 | 0.5 | 0.6
73 | O=[N+]([O-])c1cccc(CN2CCN(c3ccccn3)CC2)c1 | 2.0 | 4.5 | .

# (cont.)
81: COCc1cc(C)nc(OCC(=O)N/N=C\c2cccc(O)c2)c1C#N
82: O=C(NCCN1CCCCC1)C(C1CCCC1)N1CCN(C(=O)c2ccc3c(c2)OCO3)CC1 (stereo not given)
83: O=C(Cc1c[nH]c2cc(Cl)ccc12)NC(c1nccs1)C1CC1 (stereo not given)
84: Cn1nnnc1Sc1ccc(S(C)(=O)=O)cc1[N+](=O)[O-]
85: COc1ccc(C(=O)NC2CCC(C)CC2)c2ccccc12 (stereo not given)
86: CCOC(=O)c1ccc(-n2c(C)c(C)n3c4c(=O)n(CC(C)=O)c(=O)n(C)c4nc23)cc1
87: COc1cc(CNC(C)c2ccc(CC(C)C)cc2)ccc1OCC#N (stereo not given)
88: CC(Nc1nc(CN2CCN(C(=O)c3ccco3)CC2)nc2ccccc12)c1ccc(F)cc1 (stereo not given)
screen / no.	81	82	83	84	85	86	87	88
NPYLR7 ag	-3.3	-5.2	-0.2	4.1	-2.6	.	6.4	36.1
hcGAS inh	2.5	-4.3	-5.6	-10.6	-2.5	-2.4	-3.4	-10.3
mcGAS inh	1.1	-6.2	-15.6	.	.	-1.0	.	-12.4

# Compound profiles, from the list above. Order of screens: NPYLR7 ag	hcGAS inh	mcGAS inh
# Results for CCNC(=O)N1CCN(C(=O)C(C)(C)c2ccccc2F)CC1 = 5.2&9.3	-11.0&-2.7	.
# Results for O=C(O)CCCC(=O)c1c[nH]c2ccccc12 = -1.6	-3.3	.
# Results for CCc1nc2c(OCC=C(C)C)cccn2c1N(C)C(=O)Nc1ccccc1OC = 7.0	-3.7	-3.8
# Results for COCCN(CC(=O)N(CCc1c[nH]c2ccccc12)Cc1ccc(C(F)(F)F)cc1)C(=O)Nc1ccc(F)cc1F = 9.5	-1.9	-3.4

# Along the list, as entered above:
# hcGAS inh for entries 81 to 86 → 2.5, -4.3, -5.6, -10.6, -2.5, -2.4
